Pf apPOL block: Pf-apPOL inhibitors, biochemical, fluorescence; Recombinant Pf-apPOL, molecular beacon fluorescence, 1.5 h; actives 0.25% (n = 210,000); inhibition, % at 10 µM
mHTT-CaM PPI inh: mutant huntingtin-calmodulin interaction inhibitors – biochemical, AlphaScreen, primary screen; AlphaScreen His-mHTT/GST-CaM binding, luminescence; actives 3.6% (n = 190,000); inhibition, % at 15 µM;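 further: 0% = both proteins with DMSO and 100% = one protein alone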
Target sequence (P42858 whole entry, looked up, stated change not applied): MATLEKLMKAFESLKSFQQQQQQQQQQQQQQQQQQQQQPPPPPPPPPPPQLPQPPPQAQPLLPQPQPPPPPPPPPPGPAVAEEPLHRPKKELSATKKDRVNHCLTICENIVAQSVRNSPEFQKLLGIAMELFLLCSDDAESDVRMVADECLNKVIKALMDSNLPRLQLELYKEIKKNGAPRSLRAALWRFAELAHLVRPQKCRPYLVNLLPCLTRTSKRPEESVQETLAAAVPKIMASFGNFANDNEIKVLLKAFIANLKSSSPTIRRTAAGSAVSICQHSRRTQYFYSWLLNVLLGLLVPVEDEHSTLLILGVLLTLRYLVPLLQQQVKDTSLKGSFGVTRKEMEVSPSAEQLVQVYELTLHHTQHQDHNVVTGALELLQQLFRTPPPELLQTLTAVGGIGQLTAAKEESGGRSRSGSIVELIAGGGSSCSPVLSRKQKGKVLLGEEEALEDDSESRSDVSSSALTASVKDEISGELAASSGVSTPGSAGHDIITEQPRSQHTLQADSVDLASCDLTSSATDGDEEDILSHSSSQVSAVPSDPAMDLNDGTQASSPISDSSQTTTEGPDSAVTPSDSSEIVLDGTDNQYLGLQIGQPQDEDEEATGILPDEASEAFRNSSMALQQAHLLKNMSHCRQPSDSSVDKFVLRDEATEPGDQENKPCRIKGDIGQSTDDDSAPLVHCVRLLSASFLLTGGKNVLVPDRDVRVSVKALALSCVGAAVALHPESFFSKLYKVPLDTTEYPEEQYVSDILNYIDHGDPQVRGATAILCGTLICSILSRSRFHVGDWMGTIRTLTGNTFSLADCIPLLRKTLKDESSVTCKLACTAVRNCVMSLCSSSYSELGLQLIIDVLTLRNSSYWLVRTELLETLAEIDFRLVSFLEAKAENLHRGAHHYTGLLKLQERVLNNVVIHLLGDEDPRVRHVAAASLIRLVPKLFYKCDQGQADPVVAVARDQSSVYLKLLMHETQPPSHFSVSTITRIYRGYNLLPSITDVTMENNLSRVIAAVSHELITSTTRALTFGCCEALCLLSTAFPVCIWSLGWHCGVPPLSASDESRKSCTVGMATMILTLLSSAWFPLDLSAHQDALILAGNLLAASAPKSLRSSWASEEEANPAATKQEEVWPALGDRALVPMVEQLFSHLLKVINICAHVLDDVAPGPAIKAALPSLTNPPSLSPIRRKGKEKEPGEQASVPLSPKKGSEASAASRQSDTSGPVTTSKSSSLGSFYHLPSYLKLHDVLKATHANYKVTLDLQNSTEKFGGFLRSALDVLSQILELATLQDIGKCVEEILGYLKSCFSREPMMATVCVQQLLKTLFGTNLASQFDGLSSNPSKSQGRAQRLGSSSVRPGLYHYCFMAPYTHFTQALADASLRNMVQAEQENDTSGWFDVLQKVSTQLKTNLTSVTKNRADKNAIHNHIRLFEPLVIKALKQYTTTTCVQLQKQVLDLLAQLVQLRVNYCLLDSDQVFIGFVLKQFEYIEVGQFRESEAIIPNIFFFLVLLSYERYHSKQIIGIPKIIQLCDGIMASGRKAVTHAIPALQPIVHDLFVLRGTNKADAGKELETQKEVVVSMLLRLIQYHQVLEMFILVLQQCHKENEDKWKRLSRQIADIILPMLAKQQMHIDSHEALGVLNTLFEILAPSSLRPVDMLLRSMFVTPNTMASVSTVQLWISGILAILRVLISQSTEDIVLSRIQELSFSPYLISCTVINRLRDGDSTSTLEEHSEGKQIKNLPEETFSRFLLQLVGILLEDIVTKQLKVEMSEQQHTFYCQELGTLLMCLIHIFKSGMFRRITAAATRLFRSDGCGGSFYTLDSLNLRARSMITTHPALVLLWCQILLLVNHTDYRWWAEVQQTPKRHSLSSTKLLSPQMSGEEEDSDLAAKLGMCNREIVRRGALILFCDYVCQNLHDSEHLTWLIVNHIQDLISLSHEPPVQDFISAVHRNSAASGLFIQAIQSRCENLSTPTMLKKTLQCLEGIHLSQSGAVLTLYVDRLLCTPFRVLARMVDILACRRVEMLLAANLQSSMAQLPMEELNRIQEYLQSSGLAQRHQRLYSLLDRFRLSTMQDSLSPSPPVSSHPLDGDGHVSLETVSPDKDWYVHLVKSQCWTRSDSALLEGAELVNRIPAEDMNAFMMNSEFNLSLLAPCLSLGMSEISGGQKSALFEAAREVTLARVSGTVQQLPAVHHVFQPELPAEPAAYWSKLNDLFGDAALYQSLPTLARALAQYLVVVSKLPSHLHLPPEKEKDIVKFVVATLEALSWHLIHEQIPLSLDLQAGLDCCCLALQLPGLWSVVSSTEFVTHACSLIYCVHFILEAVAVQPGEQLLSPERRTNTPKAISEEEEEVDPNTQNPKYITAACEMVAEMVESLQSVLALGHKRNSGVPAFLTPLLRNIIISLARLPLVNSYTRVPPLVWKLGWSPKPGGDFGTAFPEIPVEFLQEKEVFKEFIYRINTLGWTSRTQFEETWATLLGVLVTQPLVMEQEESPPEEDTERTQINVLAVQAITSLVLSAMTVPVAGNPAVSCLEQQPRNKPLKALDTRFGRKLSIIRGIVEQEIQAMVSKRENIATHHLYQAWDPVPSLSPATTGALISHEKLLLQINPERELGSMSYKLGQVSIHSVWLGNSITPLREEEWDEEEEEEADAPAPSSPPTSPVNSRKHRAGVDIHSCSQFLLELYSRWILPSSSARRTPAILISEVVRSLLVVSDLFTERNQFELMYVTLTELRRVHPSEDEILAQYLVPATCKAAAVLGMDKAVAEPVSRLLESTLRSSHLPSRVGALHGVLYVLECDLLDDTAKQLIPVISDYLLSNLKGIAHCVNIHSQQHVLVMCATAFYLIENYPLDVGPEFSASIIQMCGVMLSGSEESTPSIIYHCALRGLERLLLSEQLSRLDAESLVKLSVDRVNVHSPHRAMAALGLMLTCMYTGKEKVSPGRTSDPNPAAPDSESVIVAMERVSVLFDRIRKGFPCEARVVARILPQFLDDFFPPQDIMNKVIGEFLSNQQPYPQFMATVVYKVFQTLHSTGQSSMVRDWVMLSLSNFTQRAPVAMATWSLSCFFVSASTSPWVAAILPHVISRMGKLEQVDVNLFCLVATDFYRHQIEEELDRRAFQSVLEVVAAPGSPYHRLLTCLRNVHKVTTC
An asterisk follows results filed as active; · = no result given; & = joins results of further samples. No stated cut-off is given here; in the data, active means inhibition above about 50%; inactive means the rest. Compounds as they come; any-hit rate near 3.6%.

SMILES	Pf apPOL block	mHTT-CaM PPI inh
O=C(c1cccc([N+](=O)[O-])c1)N1N=C2CCCCC2C1(O)C(F)(F)F (centres undefined)	-9	1
C(=CC(c1ccccc1)c1ccccc1)C(c1ccccc1)c1ccccc1	5	·
COc1cccc(CNC(=O)C2(C)CCCN(C(=O)Nc3ccc(C)cc3)C2)c1 (centres undefined)	2	-7
Oc1oc(-c2ccccc2)cc1C=Nc1ccccc1	0	18
CC1(C)CC(=O)C2=C(C1)Nc1ccccc1NC2c1cccnc1 (centres undefined)	-3	-2
CCNC(=O)c1cc2c(=O)n3cccc(C)c3nc2n(Cc2cccnc2)c1=N	-8	3
O=[N+]([O-])c1ccc(CNc2ccc(F)c(F)c2)cc1	-3	8
O=c1cc(CSc2nc(NCc3ccccc3)c3ccccc3n2)nc2ccc(Cl)cn12	-4	10
CSc1nnc(-c2nn(C)c3c2CN(C(=O)c2ccco2)CC3)n1C	-4	-2
OC(COCC1CC=CCC1)Cn1cnc2ccccc21 (centres undefined)	3	3
COC(=O)CSCCc1nc(-c2ccc([N+](=O)[O-])cc2)cs1	2	·
O=C(NC1CCCCC1)C1CCN(c2nc3ccc(-c4cncnc4)nc3s2)CC1	-1	-1
O=C(NCc1cccc(F)c1)c1cccc(N2CCNC(c3ccccc3)C2)n1 (centres undefined)	-15	20
COc1cc(C2SCCS2)cc(Br)c1OC(=O)c1nn(-c2ccccc2)nc1C	-8	·
CC(C)(C)c1ccc(C(=O)Nc2ccccc2Cl)cc1	-2	-70

Compound profiles (already shown). Screens in order: Pf apPOL block	mHTT-CaM PPI inh
COc1cccc(CNC(=O)C2(C)CCCN(C(=O)Nc3ccc(C)cc3)C2)c1 (centres undefined) is listed with 2	-7
O=C(NC1CCCCC1)C1CCN(c2nc3ccc(-c4cncnc4)nc3s2)CC1 is listed with -1	-1
O=c1cc(CSc2nc(NCc3ccccc3)c3ccccc3n2)nc2ccc(Cl)cn12 is listed with -4	10

The listing picks up, starting 3 compounds before the break.
SMILES	Pf apPOL block	mHTT-CaM PPI inh
O=C(NCc1cccc(F)c1)c1cccc(N2CCNC(c3ccccc3)C2)n1 (centres undefined)	-15	20
COc1cc(C2SCCS2)cc(Br)c1OC(=O)c1nn(-c2ccccc2)nc1C	-8	·
CC(C)(C)c1ccc(C(=O)Nc2ccccc2Cl)cc1	-2	-70
COC(=O)c1ccc(Oc2coc3c4c(ccc3c2=O)OCN(Cc2ccc3c(c2)OCO3)C4)cc1	-13	10
O=C(NC1CCCCC1)C1CCCN(C(=O)c2cccc(Cl)c2)C1 (centres undefined)	-5	26
Cc1nonc1OC(C)CNc1ccc([N+](=O)[O-])cc1 (centres undefined)	0	14
CCOc1ccccc1C(=O)Nc1c2c(nn1-c1cccc(C)c1C)CS(=O)C2 (centres undefined)	-1	16
COc1ccc(S(=O)(=O)n2nc(C)cc2C)cc1	-3	0
CC1(C(=O)NC2CCCCC2)Cn2c(cc3sccc32)C(=O)N1C1CCCCC1 (centres undefined)	-2	-5
O=S(=O)(NCC#CCN1CCc2ccccc2C1)c1cccs1	0	-6
COC(=O)c1sccc1NC(=O)N1CCCC1c1ccc(F)cc1 (centres undefined)	-5	0
COC(OC)c1ccc(C#N)c(SCC(=O)Nc2ccc(C(F)(F)F)cc2)n1	0	·
Cc1c(C(=O)Nc2cccc([N+](=O)[O-])c2)cnn1-c1ccccc1	-3	10
O=C(Nc1ccccc1)C1CCCN(C(=O)c2ccc(Cl)cc2)C1 (centres undefined)	0	25
CC(C)C(=O)NCCc1csc(C2CCN(C(=O)NC3CCCCC3)CC2)n1	0	9
CC(=O)N1CCc2cc(S(=O)(=O)Nc3ccc4c(c3)OCO4)ccc21	-10	24
CC(C)(C)N(C(=O)c1ccc([N+](=O)[O-])o1)C(=O)N1CCCCC1	-8	9
CN1C(=O)C(O)(CC(=O)c2ccccn2)c2ccccc21 (centres undefined)	-4	-4
CC1CCCCC1NC(=O)CNc1ccccc1-c1nc2ccccc2[nH]c1=O (centres undefined)	-3	-13
CCCC1c2cccn2CCN1C(=O)NCC1CCC(C(=O)OCC)CC1 (centres undefined)	-7	19
NC(=NO)c1cccc(CS(=O)(=O)c2ccc(Cl)cc2)c1	-7	·
Cc1cc(C)c(C(=O)C=Cc2c3ccccc3cc3ccccc23)cc1C	-7	0
Cc1ccc2nsnc2c1NC(=O)c1ccc(Cl)c(Cl)c1	-2	0
CCc1nc2c(NC(=O)c3ccccc3OC)cccn2n1	-1	3
CCCn1c(C2CCN(C(=O)Cc3ccccc3Cl)C2)nc2cccnc21 (centres undefined)	0	5
COCC(=O)N1CCC2(C1)NCc1ccccc1NC2=NCc1ccccc1 (centres undefined)	-6	23
COCCN1CC(C(=O)NCc2ccc(OC)cc2OC)CC1=O (centres undefined)	0	-6
COc1ccc(NC(=O)CSc2nc3c(cnn3-c3ccc(C)cc3)c(=O)[nH]2)c(OC)c1	3	-3
COc1ccc([N+](=O)[O-])cc1N1C(=O)C2CC=C(Cl)CC2C1=O (centres undefined)	-4	4
CC1CN(S(=O)(=O)c2ccc(F)cc2)CC(C)O1 (centres undefined)	·	-5
O=C(c1cc(C2CC2)[nH]n1)N1CCCC2(C1)Nc1ccccc1NC2=NC1CCCC1 (centres undefined)	-5	20
Cc1cccc(NC(=O)NCCC2CCN(S(=O)(=O)c3ccccc3)CC2)c1	5	26
CCS(=O)(=O)Nc1ccc(C2(C(=O)NCc3cccnc3)CCCCC2)cc1	10	-8
CC(C)(COC(=O)Nc1ccc(Cl)cc1)n1cccc1	-2	·
COc1cc(-c2nc(C=Nc3ccccc3Cl)c(O)o2)cc(OC)c1OC	-1	9
CCCSCCCNC(=O)c1ccc2c(c1)N(C)C(=O)C1CCCCN21 (centres undefined)	4	7
CCOc1ccc(-n2nc3cc(C)c(NC(=O)c4ccc(OC)c([N+](=O)[O-])c4)cc3n2)cc1	8	0
COc1cc2c(cc1OC)C1(C)N(CC2)C(C(=O)c2ccccc2)=NN1c1ccccc1 (centres undefined)	-5&3	·
Cc1oc(C2CCN(C(=O)c3ccc(F)cc3)CC2)nc1C(=O)N1CCCCC1	1	6
COc1ccccc1C(=O)N1CCCC(COc2ccc(C(=O)N3CCCCC3)cc2)C1 (centres undefined)	19	18
CCC(=O)N1CCN(C(=O)CC2CCN(S(=O)(=O)c3c(C)noc3C)CC2)CC1	0	-8
Cc1cc(NC(=O)CSc2ccccn2)no1	-6	-4
Brc1cnn(-c2nc(N3CCOCC3)nc(N3CCOCC3)n2)c1	·	0
CCOC(=O)c1ccc(Oc2c(C(F)(F)F)oc3c(CN(C)C)c(O)ccc3c2=O)cc1	-2	22
Cc1ccc(C2CCCCCN2C(=O)Nc2ccc3c(c2)OCO3)cc1 (centres undefined)	6	8
CC(C)C[C@H]1COc2cccc(F)c2S(=O)(=O)N1Cc1cn(CC2CCCCC2)nn1	-4	-5
Cc1cc(NC(=O)Cc2nn(C)c(=O)c3ccccc23)no1	-5	-1
CCN(C(=O)Cc1ccc(Cl)cc1)c1ccccc1C	-4	-16
COc1cc(/C=C2\SC(=N)NC2=O)ccc1Oc1ccc(C(F)(F)F)cc1[N+](=O)[O-]	-4	50*
O=C1OC(c2ccccc2Cl)=N/C1=C\c1ccc(I)cc1	21	-1
Cc1cccc(NC(=O)c2oc3ccc(S(=O)(=O)N4CCCCC4)cc3c2C)c1C	-7	-4
CC(=O)[C@H]1CC[C@H]2[C@@H]3CCC4=CC(=O)CC[C@]4(C)[C@H]3CC[C@]12C	-12	·
CC(C)NC(=O)c1ccc2ncc3c(=O)n(-c4ccc(F)cc4)[nH]c3c2c1	10	5
CCOc1ccccc1NC(=O)CN1CCN(CC)C(=O)C1=O	-1	0
CC(O)(CNC(=O)CCSc1ccccc1)C1CC1 (centres undefined)	-3	-11
O=C(C1CCN(S(=O)(=O)c2ccc(F)cc2)CC1)N1CCCC1	-7	0
COc1ccc(OC)c(NC(=O)c2cc(S(=O)(=O)NCc3ccccc3OC)ccc2F)c1	30	22
CN(C)c1ccc(NC(=O)C(N)=O)cc1	-3	6
Cc1ccc(NC(=O)NCc2ccnc(N3CCCCC3)c2)cc1C	-4	15
CCc1ccccc1N(CC(=O)O)S(=O)(=O)c1ccccc1	-7	-3
COc1cc(C=O)ccc1OCCCCOc1ccccc1[N+](=O)[O-]	-9	5
CN(C)C(=O)c1cc2c(s1)CCC(C(=O)N1CCN(c3ccccc3Cl)CC1)C2 (centres undefined)	2	8
OCCCNc1nc2ccccc2[nH]1	6	-5

(cont.)
SMILES	Pf apPOL block	mHTT-CaM PPI inh
Oc1ccc(C=Nc2ccc(Nc3ccccc3)cc2)cc1	-3	100*
COc1ccc(C(=O)Nc2ccc(N(C)C)cc2)cc1OC	-5	2
NS(=O)(=O)c1ccc(CCNC(=O)c2ccccc2[N+](=O)[O-])cc1	-9	2
COC(=O)c1ccc(Oc2c(C)oc3cc(OC(=O)c4ccccc4)ccc3c2=O)cc1	-1	-2
COc1cc2oc(=O)cc(-c3ccc(-c4cccc(N)c4)cc3)c2c(OC)c1OC	-4	39
CCCc1cc2c(=O)c(-c3ccc4c(c3)OCCO4)c(C)oc2cc1OC(=O)CC	-6	-12
COc1cc(C2=NOC(C(=O)Nc3cc(C)ccc3O)C2)cc(OC)c1OC (centres undefined)	6	28
O=C(Nc1ccc(F)cc1Cl)C1CCCN(C(=O)c2ccccc2F)C1 (centres undefined)	4	27
Cc1ccc(NC(=O)c2ccc(NS(=O)(=O)c3cccs3)cc2)cc1F	-2	6
COc1ccc(F)cc1S(=O)(=O)N1CC2CC1CC2NC(=O)c1cccs1 (centres undefined)	2	7
Cn1c(C2CCN(S(=O)(=O)c3ccc4c(c3)CCC4)C2)nc2cccnc21 (centres undefined)	-4	-3
COc1ccc2cc(C3CC(c4ccc(C)cc4)=NN3S(C)(=O)=O)c(Cl)nc2c1 (centres undefined)	2	23
CCOc1ccccc1Oc1c(C(F)(F)F)oc2c(CN(C)C)c(O)ccc2c1=O	-8	7
COc1ccc(C(=O)Nc2ccc(F)c(Cl)c2)cc1OC	-5	0
Clc1ccccc1CSc1nc2ccccc2o1	0	-59
CCOC(=O)c1c(C)c(=O)oc2c1c(=O)[nH]n2-c1ccccc1	41	·
O=C(NN=Cc1cc([N+](=O)[O-])ccc1N1CCCC1)c1ccccc1	-1	·
Cc1ccc(Nc2nnc(-c3cc4c(CO)cnc(C)c4oc3=O)s2)c(C)c1	-6	4
Cc1c(C(=O)NC2CCCCC2)sc2ncn(Cc3ccccc3F)c(=O)c12	-12	-1
COc1ccc(NNC(=O)c2c(-c3c(F)cccc3Cl)noc2C)cc1	18	·
Cc1ccc(CNC(=O)Cn2nc(N3CCCC(C)C3)c3ccccc3c2=O)cc1 (centres undefined)	-2	-6
O=C(CSc1nc2c(c(=O)n1-c1ccc(F)cc1)SCC2)Nc1nc2ccccc2s1	5	-2
Cn1nc(-c2nc(-c3ccc(F)cc3)no2)c2c1CCN(C(=O)c1ccco1)C2	-2	45
COc1ccc(NC(=O)C2C3CCC4C(CCC32)C4(Cl)Cl)cc1 (centres undefined)	1	3
O=C1ON=C(CSc2ccccc2)C1=Cc1ccccc1	61*	·
COc1ccccc1CN1CCc2nc(N3CCN(c4ccccc4OC)CC3)ncc2C1	-1	-7
CC(C)(C)c1ccc(C(=O)N2CCC(=O)N([C@H](COCc3ccc(Cl)cc3)Cc3ccccc3)CC2)cc1	-1	48
NCCCCNc1ccc2c(=O)[nH][nH]c(=O)c2c1	-5	-6
Cc1ccc(NC(=O)Cn2nc(N3CCCC(C)C3)c3ccccc3c2=O)cc1F (centres undefined)	0	1
COc1cccc(/C=C2/C(=O)N(c3ccc(Cl)c(Cl)c3)N=C2C)c1OCC#N	0	4
Cc1c(-c2ccccc2)nn2c(N)c(C#N)cnc12	3	0
CC1CC(=O)Nc2ccccc2N1C(=O)Nc1ccccc1 (centres undefined)	-9	·
CSc1c(CC(=O)NCCO)n(C)c2ccccc12	-2	5
Cc1nccn1CC1CCN(C(=O)c2ccc(S(=O)(=O)N(C)C)cc2)CC1	1	-12
COc1ccc(CC(C)(O)CNC(=O)c2ccc(Br)o2)cc1 (centres undefined)	-6	-12
COc1ccc(-n2nc(C(=O)N(C)C3CCCCC3)c3ccccc3c2=O)cc1	0	17
O=C(CC12CC3CC(CC(C3)C1)C2)Nc1nccs1	-7&-3	-2

Reformatted with values under each structure: entries from further up
Screens in order – Pf apPOL block	mHTT-CaM PPI inh
CSc1c(CC(=O)NCCO)n(C)c2ccccc12
 : -2	5
Cc1nccn1CC1CCN(C(=O)c2ccc(S(=O)(=O)N(C)C)cc2)CC1
 : 1	-12
COc1ccc(CC(C)(O)CNC(=O)c2ccc(Br)o2)cc1 (centres undefined)
 : -6	-12

Assay outcomes from PubChem BioAssay.
